# 3CLpro inhibitor – SARS-CoV 3CLpro protease inhibition; AID 1706; inhibition, % at 6 µM; 290,000 compounds, 0.14% hits; recombinant SARS-CoV 3CLpro, quenched FRET peptide cleavage; P0C6X7; in the data active = inhibition above about 12%
# Rv3671c inh – Rv3671c (M. tuberculosis) protease inhibition; inhibition, % at 5.96 µM; P9WHR9; 320,000 compounds, 0.048% hits; in the data active = inhibition above about 38%;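 note: extracellular domain of Rv3671c used as enzyme; 0% = enzyme with DMSO and 100% = no enzyme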
# Target sequence (P9WHR9 whole entry, looked up, the tested form may be a part): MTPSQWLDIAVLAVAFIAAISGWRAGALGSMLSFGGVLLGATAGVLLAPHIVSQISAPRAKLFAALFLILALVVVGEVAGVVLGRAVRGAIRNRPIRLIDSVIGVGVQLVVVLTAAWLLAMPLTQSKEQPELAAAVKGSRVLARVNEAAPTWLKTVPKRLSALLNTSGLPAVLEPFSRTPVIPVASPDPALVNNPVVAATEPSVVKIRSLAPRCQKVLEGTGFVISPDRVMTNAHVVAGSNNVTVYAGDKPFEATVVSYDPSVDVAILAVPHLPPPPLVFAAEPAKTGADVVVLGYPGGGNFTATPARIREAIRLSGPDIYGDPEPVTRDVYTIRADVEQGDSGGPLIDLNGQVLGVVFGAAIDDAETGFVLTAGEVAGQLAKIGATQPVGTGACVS
# Anthrax LF prot – inhibitors of Bacillus anthracis lethal factor protease. multiplex microsphere protease cleavage assay, LF. inhibition, % at 10 µM. 360,000 compounds, 0.12% hits. P15917. AID 588501; note: plate controls were buffer without enzyme for full effect and enzyme alone for no effect
# VHR inh abs – DUSP3 (human) phosphatase inhibition; P51452; recombinant VHR phosphatase, pNPP absorbance; inhibition, % at 13.3 µM; 290,000 compounds, 0.52% hits; in the data active = inhibition above about 50%; note: some compounds called inactive have numbers as strong as hits
# Target sequence (P51452 whole entry, looked up): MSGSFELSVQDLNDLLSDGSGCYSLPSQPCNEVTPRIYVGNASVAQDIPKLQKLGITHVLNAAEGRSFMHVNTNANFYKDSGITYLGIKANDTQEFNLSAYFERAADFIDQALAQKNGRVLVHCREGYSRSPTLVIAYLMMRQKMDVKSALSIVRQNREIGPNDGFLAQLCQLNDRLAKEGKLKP
# BoNT F protease – BoNT F light chain protease inhibition. 360,000 compounds, 0.22% hits. inhibition, % at 10 µM. Multiplex microsphere protease cleavage assay, flow cytometry; in the data active = inhibition above about 35%, passing the limit was not always enough; inconclusive = no clear call, values can overlap the other calls; note: plate controls were buffer without enzyme for full effect and enzyme alone for no effect
# MazEF act – activators of E. coli MazEF toxin-antitoxin RNase; P0AE70; FAM/BHQ RNA-DNA oligo cleavage fluorescence, 5 h; activation, % at 20 µM; 350,000 compounds, 0.32% hits; in the data active = activation above about 50%
# Target sequence (P0AE70 whole entry, looked up): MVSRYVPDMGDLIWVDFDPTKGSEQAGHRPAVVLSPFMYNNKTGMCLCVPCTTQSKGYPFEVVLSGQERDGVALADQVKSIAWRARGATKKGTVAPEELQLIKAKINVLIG
# BoNT A protease – BoNT A light chain protease inhibition | multiplex microsphere protease substrate cleavage, flow cytometry | inhibition, % at 10 µM | 360,000 compounds, 0.17% hits; note: plate controls were buffer without enzyme for full effect and enzyme alone for no effect
# PrPC TRFRET – reduces human prion protein on the cell surface; P04156; cell surface PrPC, TR-FRET read-out; inhibition, % at 13.8 µM; 370,000 compounds, 0.43% hits; in the data active = inhibition above about 24%; note: 0% = median of the test wells and 100% = reference compound wells
# PriA SSB inh – blocks PriA binding to SSB C-terminal tail; 430,000 compounds, 0.6% hits; AlphaScreen SSBct-PriA binding, biotinylated peptide; inhibition, % at 33 µM; in the data active = inhibition mostly above about 37%, no sharp cut-off; inactive = mostly below about 20%;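 note: plate controls were negative control peptide for no effect and reference peptide for full effect; strong numbers were not always called active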
# CCHFV vOTU inh – blocks the CCHF virus ovarian tumor domain protease; CCHFV vOTU protease, Pep-AMC fluorescence; inhibition, % at 11.5 µM; 370,000 compounds, 0.55% hits; AID 651958; in the data active = inhibition above about 30%; note: 0% = vehicle wells with enzyme and 100% = no enzyme wells
# Starred values were filed as active, the others as inactive; ? = inconclusive; nt = not tested or not shown; & = joins results of further samples. Cut-off read from the data, not from the text of the source, unless noted: active = inhibition above about 30%; inconclusive = no clear call, values can overlap the other calls; inactive = below that. The list is partial, so the mix of outcomes need not match the whole.
SMILES,3CLpro inhibitor,Rv3671c inh,Anthrax LF prot,VHR inh abs,BoNT F protease,MazEF act,BoNT A protease,PrPC TRFRET,PriA SSB inh,CCHFV vOTU inh
COCN(C#N)c1nc(OC)nc(OC)n1,5,10,7,-18,-2,-7,0.5,1,-16,11
CCOc1ccc(NC(=O)CN2C(=O)NC(CCc3ccccc3)C2=O)cc1OCC (centres undefined),nt,-4,-1,nt,1,5,0.3,5,-10,-1
COc1cc(C(=O)NC(=S)Nc2nc(-c3ccc(F)cc3)cs2)cc(OC)c1OC,0,0,1,14,6,-4,3.6,-3,-6,5
CCOc1ccc(S(=O)(=O)N2CCC(c3ccccc3)CC2)cc1C(=O)O,1,3,3,14,13,-9,1.5,-1,-7,-11
Cc1ccccc1-n1nc2c(c1NC(=O)C(C)C)CS(=O)(=O)C2,-3,-4,-2,7,32,3,-0.7,-1,2,13
COc1cc(NC2c3ccccc3C(=O)N2Cc2ccccc2)cc(OC)c1OC (centres undefined),-4,2,4,-7,-1,3,-0.4,-1,-7,-11
O=C(CN(C(=O)CCC(=O)Nc1nccs1)c1ccc(F)cc1)NCC1CCCO1 (centres undefined),-6,0,0,12,-5,-7,-0.2,-4,-4,-1
CCN1CCN(c2ccc(S(=O)(=O)N3CCCCC3)cc2NC(=O)Cc2c(F)cccc2Cl)CC1,2,2,-4,15,1,-30,-2.6,0,-1,16
CCC1(c2ccccc2)NC(=O)N(CC(=O)N2CCc3ccccc32)C1=O (centres undefined),nt,7,7,nt,1,3,2.1,13,-9,-7
CC(C)N(c1ccccc1)c1ccc(NC(=S)NCCN(C)C)cc1,2,4,-7,-2,2,21,-0.7,-6,15,9

# Entries of single compounds, looked up by structure:
# `COc1cc(C(=O)NC(=S)Nc2nc(-c3ccc(F)cc3)cs2)cc(OC)c1OC` across the screens: 3CLpro inhibitor = 0; Rv3671c inh = 0; Anthrax LF prot = 1; VHR inh abs = 14; BoNT F protease = 6; MazEF act = -4; BoNT A protease = 3.6; PrPC TRFRET = -3; PriA SSB inh = -6; CCHFV vOTU inh = 5
# `CCC1(c2ccccc2)NC(=O)N(CC(=O)N2CCc3ccccc32)C1=O` (centres undefined) across the screens: 3CLpro inhibitor = nt; Rv3671c inh = 7; Anthrax LF prot = 7; VHR inh abs = nt; BoNT F protease = 1; MazEF act = 3; BoNT A protease = 2.1; PrPC TRFRET = 13; PriA SSB inh = -9; CCHFV vOTU inh = -7
# `COCN(C#N)c1nc(OC)nc(OC)n1` across the screens: 3CLpro inhibitor = 5; Rv3671c inh = 10; Anthrax LF prot = 7; VHR inh abs = -18; BoNT F protease = -2; MazEF act = -7; BoNT A protease = 0.5; PrPC TRFRET = 1; PriA SSB inh = -16; CCHFV vOTU inh = 11

# Next section.
SMILES,3CLpro inhibitor,Rv3671c inh,Anthrax LF prot,VHR inh abs,BoNT F protease,MazEF act,BoNT A protease,PrPC TRFRET,PriA SSB inh,CCHFV vOTU inh
O=C(Nc1cccc(S(=O)(=O)N2CCCC2)c1)c1ccc2ccccc2n1,0,-19,-6,2,-6,9,-0.4,-4,-15,1
C[C@]12CCC(=O)C[C@H]1CC[C@@H]1[C@@H]2CC[C@]2(C)C(=O)CC[C@@H]12,nt,-1,-10,nt,-3,10,0.1,-4,-12,-6
CCOC(=O)c1oc2c(O)c(O)ccc2c(=O)c1-c1nncn1-c1ccccc1,6,2,-2,17,-13,17,-0.2,-5,3,3
COc1ccc2nc(N3C(=O)C(O)=C(C(=O)c4ccco4)C3c3ccco3)sc2c1 (centres undefined),nt,nt,-13,nt,-4,0,-0.3,-1,-2,5
CC(=O)c1ccc(S(=O)(=O)NCc2cccnc2)cc1,4,-1,-8,36,-10,2,-0.6,-5,-4,5
Cc1ccnc(NC(=O)Cn2c(=O)oc3cc(S(=O)(=O)N4CCCC4)ccc32)c1,8,-3,-2,17,-8,8,-0.2,0,-5,-1
Cc1ccccc1OCC(=O)Nc1ccc(S(=O)(=O)Nc2onc(C)c2C)cc1,8,-4,7,12,-7,-33,-3.2,4,-3,3
O=C(Nc1ccccn1)c1cccc(S(=O)(=O)N2CCOCC2)c1,2,-3,-1,6,0,1,0.5,3,-16,5
O=C(c1ccco1)N1N=C(c2ccc(Cl)cc2)CC1c1ccco1 (centres undefined),4,-7,2,24,4,15,-0.3,3,3,7
O=C(c1cccnc1)c1cccnc1,5,2,1,11,-4,4,0.3,-4,-4,-2
CCOC(=O)c1ccc(S(=O)(=O)N2CCC(C(=O)NCC3CCCCC3)CC2)cc1,nt,-7,0,nt,4,-33,2.8,-4,-1,-17
CCCc1cc(=O)oc2cc(OCC(=O)Nc3ccc4c(c3)OCCO4)ccc12,1,-6,-3,10,7,1,-0.4,0,-13,5
CN(CCN1CCOCC1)Cc1nc(-c2cccs2)no1,-1,-1,-2,-17,-9,12,-0.6,0,-11,-7
COc1ccc([N+](=O)[O-])cc1N(CC(=O)N1CCCCC1)S(C)(=O)=O,-1,4,-2,44,3,3,-0.2,-5,-10,-4
CC(C)(C)C(=O)COC(=O)c1cc(-c2ccncc2)nc2ccccc12,3,-6,3,-2,-4,11,1.0,9,4,13
COc1ccc(C2C(C#N)=C(N)N(N(C)C)C3=C2C(=O)CCC3)cc1 (centres undefined),1,3,-2,7,57*,1,4.3,-5,0,16
CCCCC(CC)C(=O)Nc1ccc(Cl)cn1 (centres undefined),-4,1,-7,7,6,5,2.9,2,-37,13
COc1ccccc1CNC(=O)C1(C)Oc2cccnc2NC1=O (centres undefined),2,10,-2,8,0,10,-0.5,9,-7,-17
CC(C)c1ccccc1NCC(=O)N1CCN(Cc2ccccc2)CC1,-7,-4,1,35,-18,5,2.2,-5,9,8
Cc1ccc(NC(=O)Cn2cccc2)cc1Cl,3,-2,-2,27,-2,-11,0.1,nt,5,nt
CN(CC(=O)Nc1ccccc1Br)C(=O)C1CCN(C(=O)c2ccc(Cl)cc2)CC1,5,1,-3,22,9,4,2.1,-5,9,-10
CC(C)NC(=O)c1c(O)c2cccc3c2n(c1=O)CCC3,0,-4,10,4,5,14,-1.5,-7,-30,-5
Fc1ccc(/C=N/N2CCCCC2)c(F)c1,0,1,-1,-9,3,1,0.7,-5,nt,-15
Cc1ccnc(OC(C(=O)O)C(OCCc2ccccc2)(c2ccccc2)c2ccccc2)n1 (centres undefined),4,-7,-4,-16,?,-11,-1.1,-1,-18,16
Cc1cc(N2CCN(C(=O)c3ccco3)CC2)n2ncc(-c3ccccc3)c2n1,-3,2,-10,3,-32,6,-1.8,-3,-13&-10,18
Cc1cccc(NC(=O)c2ccc(N3C(=O)C4C5C=CC(C6CC56)C4C3=O)cc2)c1 (centres undefined),6,2,-2,-5,7,-2,2.5,8,-2,6
CCOC(=O)CN1C(=O)N[C@@H](c2cccc(F)c2)C(C(=O)OC)=C1C,nt,2,-2,nt,4,3,-0.3,2,-8,1
COc1ccc(S(=O)(=O)N(C)c2ccc(C(=O)NCc3ccco3)cc2)cc1,1,-4,4,4,24,3,11,4,-10,-14
Cc1sc2nc(CSCC(=O)N(CCC#N)c3ccccc3)[nH]c(=O)c2c1C,0,-3,-1,22,5,-4,5.2,4,-15,7
CN1/C(=C/C=N/NC(=O)c2ccc([N+](=O)[O-])cc2)C(C)(C)c2ccccc21,2,-19,-1,2,-14,-5,-0.3,-11,nt,5

# Some of these compounds in order of formula weight, smallest number first:
SMILES,3CLpro inhibitor,Rv3671c inh,Anthrax LF prot,VHR inh abs,BoNT F protease,MazEF act,BoNT A protease,PrPC TRFRET,PriA SSB inh,CCHFV vOTU inh
Fc1ccc(/C=N/N2CCCCC2)c(F)c1,0,1,-1,-9,3,1,0.7,-5,nt,-15
CC(C)NC(=O)c1c(O)c2cccc3c2n(c1=O)CCC3,0,-4,10,4,5,14,-1.5,-7,-30,-5
CCOC(=O)CN1C(=O)N[C@@H](c2cccc(F)c2)C(C(=O)OC)=C1C,nt,2,-2,nt,4,3,-0.3,2,-8,1
Cc1cc(N2CCN(C(=O)c3ccco3)CC2)n2ncc(-c3ccccc3)c2n1,-3,2,-10,3,-32,6,-1.8,-3,-13&-10,18
Cc1cccc(NC(=O)c2ccc(N3C(=O)C4C5C=CC(C6CC56)C4C3=O)cc2)c1 (centres undefined),6,2,-2,-5,7,-2,2.5,8,-2,6
COc1ccc(S(=O)(=O)N(C)c2ccc(C(=O)NCc3ccco3)cc2)cc1,1,-4,4,4,24,3,11,4,-10,-14

# (next part)
SMILES,3CLpro inhibitor,Rv3671c inh,Anthrax LF prot,VHR inh abs,BoNT F protease,MazEF act,BoNT A protease,PrPC TRFRET,PriA SSB inh,CCHFV vOTU inh
O=C(/C=C/c1ccc(O)c(O)c1)OCCc1ccccc1,nt,-13,-14,nt,-9,5,-0.8,4,4,10
S=C(NC1CCCC1)N1CCN(c2cccc(Cl)c2)CC1,4,9,-2,11,4,2,-0.4,2,-17,-7
COc1ccc(CN2Cc3cnnn3-c3ccccc3C2c2ccccc2)cc1 (centres undefined),nt,nt,-4,nt,-2,-3,-0.1,8,-3,2
O=C(CCn1c(=S)oc2ccccc21)NC1CCCCC1,-3,0,-2,14,2,0,-0.6,-2,3,2
Cc1ccc(C)c(NS(=O)(=O)c2cc(C(N)=O)ccc2C)c1,0,-12,7,13,-1,6,-0.4,0,-3,-7
COc1cc2c(cc1OC)/C(=C/C#N)NC(C)(C)C2,3,1,1,-6,2,-3,0.3,-1,2,-9
COc1ccc(CNC(=O)C(=O)NCCC2CCCCN2S(=O)(=O)c2ccccc2)cc1 (centres undefined),nt,5,4,nt,13,-5,8.9,6,1,4
CC1(C(=O)Nc2ccc3nc[nH]c3c2)CCN1C(=O)C1(c2ccccc2)CC1 (centres undefined),nt,nt,-5,nt,-3,nt,-0.4,-1,nt,-7
N#Cc1cccc(NC(=O)Nc2cccs2)c1,-5,-1,0,24,-4,2,-0.2,5,7,6
O=C(CCCOc1ccccc1)Nc1cccnc1,-4,-11,-2,13,3,0,0.0,-2,-6,8
Cc1ccccc1N1CCN(Cc2cccc(C(=O)O)c2)CC1,3,-1,-2,24,6,-1,3.4,1,-2,-2
O=C(CCC(=O)Nc1nnc(C2CCCCC2)s1)NCc1ccc(F)cc1,-1,2,2,-4,1,-5,-0.4,2,-13,2
CC1(N(O)/C=C2\C=CC=CC2=O)CCCCC1=O (centres undefined),0,3,-3,12,1,-5,0.3,6,nt,6
Cc1cc(=O)oc2c(C)c(OCC(=O)NCCCn3ccnc3)ccc12,-2,0,0,48,5,4,1.2,1,3,6
CCc1nnc(NC(=O)CSc2nnc(C)n2CC2CCCO2)s1 (centres undefined),3,5,0,3,2,3,0.3,4,-6,6
FC(F)(F)COc1nc(N2CCOCC2)nc(N(c2ccccc2)c2ccccc2)n1,-7,-2,2,3,-4,5,0.6,4,-2,5
O=S(=O)(NCC1CCCO1)c1cc(Cl)ccc1Cl (centres undefined),1,3,-2,20,-3,1,0.5,2,-5,-19
O=C(Nc1ccccc1)c1cc(S(=O)(=O)NCc2ccncc2)ccc1Cl,-4,2,0,22,-6,11,-1.3,1,-6,3
CCN(CC)C(=O)CN(c1cccc(C(F)(F)F)c1)S(C)(=O)=O,-1,-5,-4,6,5,9,3.0,4,3,-1
COc1cccc(C(=O)c2c[nH]c(C(=O)NCc3ccco3)c2)c1,-1,3,-1,-7,-3,5,-0.4,6,17,7
Cc1ccc(Oc2ccc(Cl)cc2NC(=O)c2cnccn2)cc1,-1,-1,0,0,-10,12,-0.6,1,-14,-3
COc1cc2c(cc1OC)CN(C(=O)CN1CCN(S(=O)(=O)c3ccccc3Br)CC1)CC2,1,2,-3,-20,1,5,-1.8,-3,-22,7
Cn1cnc2cc(NS(=O)(=O)c3ccc(Br)cc3)ccc21,0,-4,1,-3,5,0,0.2,11,-3,6

# From PubChem BioAssay
